Source: PubChem (National Center for Advancing Translational Sciences (NCATS))
L3MBTL1 inh – qHTS Assay for the Inhibitors of L3MBTL1; Lethal(3)malignant brain tumor-like protein 1 (Homo sapiens), Q9Y468; AlphaScreen L3MBTL1–H3K9me1 peptide binding; Potency, µM (highest dose often 57.1 µM), for inactives: at the highest dose activity, negative = inhibition, actives largely listed as inhibitors; 0.66% of 230,000 active; AID 485360, 2010; also: potency is read from the fitted curve at half-maximal effect; % is scaled to controls: 0 for no effect and ±100 for the full control effect; nearly all actives have a fitted effect of over 60% in size
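First, the protein-peptide complex forms for 30 min at room temperature (L3MBTL1 50 nM, biotinylated H3K9me1 peptide 75 nM). Next, compounds are pin-transferred and incubated 30 min. Finally, AlphaScreen beads are added and read after 30 min.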
NPSR antag – qHTS Assay for Antagonists of the Neuropeptide S Receptor: cAMP Signal Transduction | Q6W5P4 | CHO-NPSR cells, cAMP TR-FRET, antagonist mode | Potency, µM (highest dose often 38.3 µM), for inactives: top-dose activity change, negative = inhibition, usual class: inhibitors | 1% of 220,000 active | AID 1461, 2008; also: potency is read from the fitted curve at half-maximal effect; % is scaled to controls: 0 for no effect and ±100 for the full control effect; nearly all actives have a fitted effect of over 50% in size; many of its hits are not listed in these tables
Target sequence (Q6W5P4 whole entry, looked up): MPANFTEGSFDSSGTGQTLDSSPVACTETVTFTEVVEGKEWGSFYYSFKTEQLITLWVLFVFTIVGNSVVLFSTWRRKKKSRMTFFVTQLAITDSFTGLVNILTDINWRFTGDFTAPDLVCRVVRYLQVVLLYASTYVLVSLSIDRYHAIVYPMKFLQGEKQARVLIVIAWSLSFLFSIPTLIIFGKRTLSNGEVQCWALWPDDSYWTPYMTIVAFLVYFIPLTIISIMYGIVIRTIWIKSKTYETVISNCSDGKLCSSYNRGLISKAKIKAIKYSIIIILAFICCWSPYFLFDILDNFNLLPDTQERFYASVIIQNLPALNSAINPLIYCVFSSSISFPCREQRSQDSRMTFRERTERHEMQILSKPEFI
Luc counter – Counterscreen for Luciferase (Kinase-Glo TM) Inhibition | Luciferin 4-monooxygenase (Photuris pensylvanica), Q27757 | Kinase-Glo luciferase, ATP luminescence, 8 min | Potency, µM (highest dose often 38.3 µM), for the others: at the highest dose activity change, negative = inhibition, actives largely listed as inhibitors | 0.28% of 200,000 active | AID 1379, 2008; also: potency is read from the fitted curve at half-maximal effect; % is scaled to controls: 0 for no effect and ±100 for the full control effect; nearly all actives have a fitted effect of over 60% in size
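Recombinant Kinase-Glo luciferase, 10 uM ATP (linear range), luciferin; imidazole pH 7.2 / KCl / MgCl2 / Tween / BSA buffer; 8 min RT; luminescence.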
Epigenetic reg – Quantitative High-Throughput Screen for Regulators of Epigenetic Control. 0.2% of 280,000 active. murine LDR cells, GFP reporter derepression, 30 h. Potency, µM (highest dose often 53.9 µM), for inactives: top-dose GFP activation, hits mostly activators; also: potency is read from the fitted curve at half-maximal effect; % of control where 0% means no effect; nearly all actives have a fitted effect of over 60% in size
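In this reporter-derepression format, murine cells bearing a silenced integrated CMV-GFP locus incubate with test compound (30 h, 37 C), then are washed and imaged; fluorescent objects of 20–120 um count as induced cells.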
HTT aggregate – qHTS Multiplex Assay to Identify Dual Action Probes in a Cell Model of Huntington: Aggregate Formation (GFP); PC12 HttQ103-GFP aggregates, Acumen cytometry, 40 h; Potency, µM (highest dose often 46.1 µM), without a hit: at the top dose activity change, negative = inhibition, actives largely listed as inhibitors; 1.1% of 220,000 active; AID 1688, 2009; also: potency is read from the fitted curve at half-maximal effect; % is scaled to controls: 0 for no effect and ±100 for the full control effect; nearly all actives have a fitted effect of over 60% in size
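Aggregates are detected as GFP objects 1–25 µm with signal 6 STDEV over background in lysates of induced PC12 cells. These carry Huntingtin exon 1 with 103 glutamines fused to GFP under an ecdysone promoter; compounds titrated.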
CBFb-RUNX1 inh – qHTS Assay for Compounds Blocking the Interaction Between CBF-beta and RUNX1 for the Treatment of Acute Myeloid Leukemia | Runt-related transcription factor 1 (Homo sapiens) + Core-binding factor subunit beta … | AlphaScreen CBFb-His/RUNX1-biotin binding, biochemical | Potency, µM (titrated, usually from 59.8 µM), for the others: at the top dose activity, negative = inhibition, most hits filed as inhibitors | 230,000 tested, under 10 active; also: % of control where 0% means no effect
Target sequence (Q01196 whole entry, looked up): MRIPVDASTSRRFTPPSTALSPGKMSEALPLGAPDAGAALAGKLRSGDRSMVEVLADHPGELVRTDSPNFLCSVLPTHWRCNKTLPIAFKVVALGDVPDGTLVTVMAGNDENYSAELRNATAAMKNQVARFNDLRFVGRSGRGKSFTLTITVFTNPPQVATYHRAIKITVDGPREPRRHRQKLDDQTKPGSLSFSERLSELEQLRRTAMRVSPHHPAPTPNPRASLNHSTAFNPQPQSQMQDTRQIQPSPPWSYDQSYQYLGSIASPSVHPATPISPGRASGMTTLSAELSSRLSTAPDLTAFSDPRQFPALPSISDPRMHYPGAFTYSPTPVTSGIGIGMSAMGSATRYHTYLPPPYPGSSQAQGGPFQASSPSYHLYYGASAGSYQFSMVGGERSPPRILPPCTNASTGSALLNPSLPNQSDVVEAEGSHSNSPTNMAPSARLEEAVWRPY
Target sequence (Q13951 whole entry, looked up): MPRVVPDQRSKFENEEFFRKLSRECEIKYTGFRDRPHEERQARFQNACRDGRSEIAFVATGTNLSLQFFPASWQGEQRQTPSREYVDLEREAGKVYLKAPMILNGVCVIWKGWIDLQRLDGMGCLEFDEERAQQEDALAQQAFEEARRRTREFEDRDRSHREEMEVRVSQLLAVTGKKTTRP
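Bead-based AlphaScreen assay; binding partners His-tagged CBF-beta and biotinylated RUNX1 at 30 nM each. Compound exposure 15 min after a 20-min protein preincubation; bead step 90 min; all steps at room temperature.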
IMPase Li inh – qHTS Assay for Identifying the Cell-Membrane Permeable IMPase Inhibitors: Potentiation with Lithium; Potency, µM (titrated, usually from 59.4 µM), for inactives: at the top dose activity, negative = IMPase inhibition, actives largely listed as inhibitors; AID 1457, 2008; 0.35% of 210,000 active; CHO-M1 cells, IP1 TR-FRET (IP-One), carbachol + lithium;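 also: IP1 builds up when IMPase is blocked and the TR-FRET signal falls; potency is read from the fitted curve at half-maximal effect; plate controls were basal vehicle for no effect and high inhibitor control for full effect; nearly all actives have a fitted effect of over 50% in size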
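CHO cells stably expressing M1 receptor (2000/well, cultured 16–30 h) treated 30 min at 37C with compound plus low lithium. Cytosolic IP1 by TR-FRET (665/620 ratio and 620 channel) after 10 min lysis; AC50 by Hill fit.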
Active calls of the source: *; u = inconclusive; x = no result given; [ ] = another dose, or the depositor's remark. Calls follow the shape of the dose curve; as a rule, active = well fitted curve in the direction sought with a large enough effect; inconclusive = small, poorly fitted or top-dose-only effect, or another doubt; inactive = no such curve, though single readings can be large; an effect the other way counts as inactive or inconclusive. This is a subset; count on the stated rates, not on these rows.

The opening 2 compounds, ahead of the listing:
Each structure is followed by: L3MBTL1 inh, NPSR antag, Luc counter, Epigenetic reg, HTT aggregate, CBFb-RUNX1 inh, IMPase Li inh
Cc1ccc(NC(=O)/C=C/c2ccco2)nc1
    -2%, u, -3%, 3.9%, -22%, -8%, 3%
O=C(CC(c1ccccc1)C1CCCCC1=O)c1ccco1 (configuration not stated)
    u, -10%, 2%, -1.0%, -14%, 6%, 2%

All compounds of this part, repeating the preview:
Each structure is followed by: L3MBTL1 inh, NPSR antag, Luc counter, Epigenetic reg, HTT aggregate, CBFb-RUNX1 inh, IMPase Li inh
Cc1ccc(NC(=O)/C=C/c2ccco2)nc1
    -2%, u, -3%, 3.9%, -22%, -8%, 3%
O=C(CC(c1ccccc1)C1CCCCC1=O)c1ccco1 (configuration not stated)
    u, -10%, 2%, -1.0%, -14%, 6%, 2%
Cc1ccc(C(C(=O)NC(C)(C)C)N(Cc2ccc3c(c2)OCO3)C(=O)c2ccc(CN3CCOCC3)o2)o1 (configuration not stated)
    1%, -11%, 0%, 0.5%, u, 1%, 6%
CCOc1ccc(-c2nc(CCl)cs2)cc1OC
    7%[11.4 µM], -5%, 0%, 1.2%, 13%, 1%, 5%
CC(Nc1nc(-c2ccccc2)nc2ccccc12)c1ccccc1 (configuration not stated)
    x, -58%, -1%, 2.8%, u, 14%, 11%
C#CCOCCOCCOCCNc1nc(N2CCN(C(=O)[C@H](CCCCN)n3cc(CCCC)nn3)CC2)nc(N2CCN(C(=O)[C@H](Cc3ccc(O)cc3)n3cc(CCO)nn3)CC2)n1
    9%, 9%, -4%, -3.2%, -1%, 4%[2.36 µM], 1%
COc1ccc(COCC(O)CN2CCOCC2)cc1OC (configuration not stated)
    13%, -2%[46.1 µM], 10%, -0.9%, u, 4%, 4%[38.3 µM]
COc1ccc(/C=C(\NC(=O)c2ccc([N+](=O)[O-])cc2)C(=O)N2CCOCC2)cc1
    -1%, 5%, 3%, 0.0%, 15%[9.22 µM], -2%, -4%
CN(C)/C=C(\C=O)c1ccc(Cl)cc1Cl
    -4%, 2%, -4%, 1.1%, 19%[9.22 µM], 3%, -3%
CCOC(=O)C1=C(C)OC(N)=C(C#N)C1c1ccc(O)c(OC)c1 (configuration not stated)
    x, -4%[46.1 µM], 14%, 0.1%, 2%, -1%, -1%[38.3 µM]
CCN(CC)c1ccc(S(=O)(=O)N2CCOCC2)cc1NC(=O)c1cc(=O)c2ccccc2o1
    0%, -57%, 2%, 2.4%, 1%[9.22 µM], 7%, 33%[activator]
O=C(CNC(=O)c1ccccc1)OCC(=O)N1c2ccccc2Sc2ccccc21
    -6%, -16%, 1%, 0.0%, -5%, -5%, 3%
CC1=C(C(=O)O)N2C(=O)C(NC(=O)c3ccn(C)n3)C2SC1 (configuration not stated)
    4%, 1%[46.1 µM], -7%, 0.0%, 21%, 3%, -7%[38.3 µM]
CCNc1nc(NCC)nc(Oc2ccc(N)cc2)n1
    x, 20%[46.1 µM], -3%, 0.8%, 1%, -1%, 24%[38.3 µM]
CCn1nc(C)cc1C(=O)Sc1ccc(C)cc1
    -5%, -24%, x, -1.1%, 42%[9.22 µM], 4%, x
CCOc1ccc(CCNC(=O)COC(=O)c2ccco2)cc1OCC
    x, -12%[46.1 µM], 15%, -0.7%, -6%, 1%, 33%[activator][38.3 µM]
Cc1ccc(C(=O)Nc2ncc3c(n2)CC(c2ccco2)CC3=O)cc1 (configuration not stated)
    -7%, 1%[46.1 µM], -4%, 0.0%, 1%, -2%, 1%[38.3 µM]
CC(=O)Nc1c(C)ccc(S(N)(=O)=O)c1C
    1%, -9%, 2%, -1.1%, 0%[9.22 µM], -4%, 9%
Cc1cn(C(=O)CN2C(=O)c3ccccc3C2=O)c(C)n1
    2%, -6%[46.1 µM], 6%, 2.2%, -6%, 6%, 26%[38.3 µM]
COC(=O)C1=C(C)N(Cc2ccc(OC)cc2)C(=O)C1
    1%, -18%[46.1 µM], 3%, 1.5%, u, 6%, 13%[38.3 µM]
CC(=C/c1ccc(C(C)C)cc1)/C=N/NC(=O)c1ccncc1
    1%, -6%, -2%, 1.0%, 8%, -5%, 18%
O=C(O)c1ccc(/C=N/NC(=O)c2ccc(CN3c4cccc5cccc(c45)S3(=O)=O)cc2)cc1
    x, 5%, x, 0.0%, -24%[9.22 µM], 5%, x
COc1ccc(CCNC(=O)CCS(=O)(=O)c2cccc3nsnc23)cc1OC
    x, -7%[46.1 µM], -1%, 0.0%, -8%, 2%, 8%[38.3 µM]
Oc1ccc(-c2onc3ccc(Cl)cc23)cc1
    x, -13%[46.1 µM], 3%, -5.2%, -3%[9.22 µM], 2%, 3%[38.3 µM]
COc1cccc(-c2nnc(N(C)C(=O)C3CCOC3)s2)c1 (configuration not stated)
    1%, -23%[46.1 µM], 6%, 1.3%, -19%, 11%, -11%[38.3 µM]
CCOC(=O)c1cccc(NC(=O)CSc2nnc(COc3ccccc3C)o2)c1
    -4%, -26%[46.1 µM], -2%, -1.1%, 3%, 1%, u
O=C/C=C/c1coc2ccc3ccccc3c2c1=O
    1%, 2%, x, 2.0%, 26%[9.22 µM], 3%, x
CCN(CC)S(=O)(=O)c1ccc(NC(=O)CC(NC(C)=O)c2ccccc2)cc1 (configuration not stated)
    x, -8%[46.1 µM], -2%, -0.1%, u, 4%, 0%[38.3 µM]
CC(C)Oc1ccc(C(=O)N(CN2CCCC2=O)c2ccc(F)cc2)cc1
    x, -7%[46.1 µM], -3%, -0.2%, 2%, -3%, 5%[38.3 µM]
O=C(Nc1ccccc1)c1cnc2ccccc2n1
    9%, -7%, -8%, 1.1%, -21%, 6%, -6%

Complete entries as entered above. Order of values: L3MBTL1 inh, NPSR antag, Luc counter, Epigenetic reg, HTT aggregate, CBFb-RUNX1 inh, IMPase Li inh
CCNc1nc(NCC)nc(Oc2ccc(N)cc2)n1 across the screens: x, 20%[46.1 µM], -3%, 0.8%, 1%, -1%, 24%[38.3 µM]
O=C(O)c1ccc(/C=N/NC(=O)c2ccc(CN3c4cccc5cccc(c45)S3(=O)=O)cc2)cc1 across the screens: x, 5%, x, 0.0%, -24%[9.22 µM], 5%, x
CC(C)Oc1ccc(C(=O)N(CN2CCCC2=O)c2ccc(F)cc2)cc1 across the screens: x, -7%[46.1 µM], -3%, -0.2%, 2%, -3%, 5%[38.3 µM]
COc1cccc(-c2nnc(N(C)C(=O)C3CCOC3)s2)c1 (configuration not stated) across the screens: 1%, -23%[46.1 µM], 6%, 1.3%, -19%, 11%, -11%[38.3 µM]
O=C(Nc1ccccc1)c1cnc2ccccc2n1 across the screens: 9%, -7%, -8%, 1.1%, -21%, 6%, -6%

Next records
Each structure is followed by: L3MBTL1 inh, NPSR antag, Luc counter, Epigenetic reg, HTT aggregate, CBFb-RUNX1 inh, IMPase Li inh
CCN(c1ccccc1)S(=O)(=O)c1cc(C(=O)O)ccc1C
    u, -3%[46.1 µM], 4%, -0.9%, -12%, -28%, -11%[38.3 µM]
CCc1nc(C)ccc1OC(=O)C12CC3CC(CC(C3)C1)C2
    0%, -11%, 0%, 0.0%, 7%, 9%, 28%
CN(C)CCN=c1cc(-c2ccccc2)oc2ccc(Cl)cc12
    x, -34%, 0%, 5.0%, -29%, 3%, 1%
Cn1cnc([N+](=O)[O-])c1Sc1ccccc1
    x, 12%[46.1 µM], 0%, 1.5%, 6%, 0%, 28%[38.3 µM]
O=C(NC(=S)Nc1cc(Cl)ccc1N1CCOCC1)c1ccc(-c2cccc(Cl)c2)o1
    -11%, -12%[46.1 µM], 4%, -0.9%, 1%, 11%, 3%
CC1CN(S(=O)(=O)c2ccc(-c3nc4ccccc4s3)cc2)CC(C)O1 (configuration not stated)
    11%, -2%[46.1 µM], 1%, 1.4%, -4%, -3%, 1%[38.3 µM]
CN(C)c1cccc(C(=O)NNC(=S)NC2CCCC2)c1
    -2%[11.4 µM], 5%, 1%, 0.1%, -30%, -3%, 1%
COC(=O)COc1cccc(-n2cnnn2)c1
    3%, -9%[46.1 µM], 12%, -0.7%, 0%, 3%, -6%[38.3 µM]
O=C(NN=C1CCCCCC1)c1cc(-c2ccccc2)nc2ccccc12
    -2%, -5%[46.1 µM], -3%, -0.3%, 1%, -4%, -3%[38.3 µM]
COC(=O)c1ccccc1NC1=C/C(=N\S(=O)(=O)c2cccs2)c2ccccc2C1=O
    x, -3%[46.1 µM], u, -0.7%, u, u, 46%[activator][38.3 µM]
Cc1cc(/C=C2\C(=N)N3N=C(C(C)C)SC3=NC2=O)c(C)n1Cc1ccccc1
    -13%, u, x, -3.1%, 24%[9.22 µM], 1%, x
O=C(CN(c1ccc(Cl)c(Cl)c1)S(=O)(=O)c1ccccc1)N1CCc2ccccc2C1
    -2%, u, 1%, -0.9%, u, 8%, 2%[38.3 µM]
O=[N+]([O-])/C(C(Cl)=C(Cl)Cl)=C1\Nc2ccccc2O1
    -13%, 38%, x, 2.0%, 13%[9.22 µM], 2%, x
CCCCn1c(N)c(N(CC(C)C)C(=O)CN(C)Cc2cccc(OC)c2)c(=O)[nH]c1=O
    x, -12%[46.1 µM], 5%, -4.5%, 12%[9.22 µM], 0%, -1%[38.3 µM]
CCOc1ccccc1NC(=O)c1ccc(Cl)c(NC(=O)CC(c2ccccc2)c2ccccc2)c1
    -4%, -16%[46.1 µM], -2%, -1.1%, 1%, 4%, -10%[38.3 µM]
Cc1nn(C)cc1S(=O)(=O)N1CCCC(C(=O)O)C1 (configuration not stated)
    x, 18%, 3%, -3.1%, -9%, u, -8%
O=C1O[C@@H]([C@@H](O)CO)[C@@H](O)[C@H]1O
    x, x, -5%[17.1 µM], -0.3%[16.9 µM], 13%, 1%[21.7 µM], 1%
COc1cc(/C=N/NC(=O)c2cccc([N+](=O)[O-])c2)cc(OC)c1O
    x, -16%, -2%, -1.2%, -3%, 1%, 8%
CN(N=O)C(=O)N[C@H]1C(O)OC(CO)[C@@H](O)[C@H]1O (some centres not stated)
    x, x, 0%, -1.6%, x, 19%[21.7 µM], 13%
O=C(Nc1ccccc1F)c1ccco1
    -3%, -10%[46.1 µM], -8%, -1.2%, -11%, 8%, -1%
Cc1ccccc1NC(=O)c1cccc(Cn2cc(Br)c([N+](=O)[O-])n2)c1
    -2%, -14%[46.1 µM], -5%, 0.0%, 14%, 1%, 10%[38.3 µM]
